High-throughput results (PubChem)
Glioma ERSR ind = inducers of ER stress response in human glioma cells | U87-MG GRP78 promoter luciferase reporter, 16 h | Potency, µM, inactives show at the highest dose activation, usual class: activators | 0.02% of 420,000 active; further: potency means the concentration at half of the fitted maximal effect; series mostly up to about 76 µM; % of control where 0% means no effect; nearly all actives have a fitted effect of over 35% in size
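Stably transfected U87-MG human glioma cells carrying a GRP78-based luminescent sensor were seeded at 1000 cells/well, pin-dosed with compounds and incubated 16 h. Luciferase reagent was then added, and end-point luminescence was read after 10 min at room temperature.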
RGS4 inhibitor = blocks human RGS4-accelerated GTP hydrolysis; Transcreener GDP fluorescence polarization, RGS4-accelerated GTP hydrolysis; AID 504845; Potency, µM (titrated, usually from 114 µM), for inactives: at the top dose activity change, negative = inhibition, actives largely listed as inhibitors; P49798; 0.039% of 390,000 active; further: potency means the concentration at half of the fitted maximal effect; on the % scale 0 is the no-effect control and ±100 the full control effect; nearly all actives have a fitted effect of over 75% in size; some results filed as inactive show a strong effect at the top dose
Target sequence (P49798 whole entry, looked up): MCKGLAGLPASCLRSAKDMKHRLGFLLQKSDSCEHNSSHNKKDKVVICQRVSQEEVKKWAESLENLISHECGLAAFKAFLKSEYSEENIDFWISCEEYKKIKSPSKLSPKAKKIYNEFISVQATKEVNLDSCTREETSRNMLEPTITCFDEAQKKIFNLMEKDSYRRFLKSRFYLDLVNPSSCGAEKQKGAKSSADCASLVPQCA
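MLSMR compounds (23 nl, pin-transferred) preincubated 10 min at room temperature with a 500nM (2x) first reagent, then RGS4 at 900nM (2x) plus Transcreener GDP mix added; fluorescence polarization (620/688 nm) read before and after 90 min at 30 °C.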
TrxR1 substrate = is turned over as a substrate by rat TrxR1; purified TrxR1 substrate turnover, NADPH consumption readout; AID 588456; O89049; Potency, µM (top dose mostly 114 µM), for inactives: at the highest dose activity change, negative = substrate turnover; 0.01% of 390,000 active; further: potency means the concentration at half of the fitted maximal effect; on the % scale 0 is the no-effect control and ±100 the full control effect; nearly all actives have a fitted effect of over 50% in size
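Rat TrxR1, dispensed at 90 nM, was prereduced with 400 uM NADPH (final) for 5 min at ~22 deg C, then incubated with compound 15 min before 400 uM selenite. A first-read NADPH fluorescence drop versus no-compound background flagged substrates.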
Vif-APOBEC3G blk = blocks the Vif interaction with human APOBEC3G | Q9HC16 | HeLa A3G-eYFP + Vif (tagged APOBEC3G with the HIV-1 protein that degrades it), YFP fluorescence, overnight | Potency, µM (titrated, usually from 46.1 µM), for inactives: top-dose activity, negative = active, actives largely listed as inhibitors | 0.076% of 410,000 active | AID 602310;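 further: potency means the concentration at half of the fitted maximal effect; on the % scale 0 is the no-effect control and ±100 the full control effect; nearly all actives have a fitted effect of over 60% in size; hits raise eYFP signal because A3G escapes Vif-driven loss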
Target sequence (Q9HC16 whole entry, looked up): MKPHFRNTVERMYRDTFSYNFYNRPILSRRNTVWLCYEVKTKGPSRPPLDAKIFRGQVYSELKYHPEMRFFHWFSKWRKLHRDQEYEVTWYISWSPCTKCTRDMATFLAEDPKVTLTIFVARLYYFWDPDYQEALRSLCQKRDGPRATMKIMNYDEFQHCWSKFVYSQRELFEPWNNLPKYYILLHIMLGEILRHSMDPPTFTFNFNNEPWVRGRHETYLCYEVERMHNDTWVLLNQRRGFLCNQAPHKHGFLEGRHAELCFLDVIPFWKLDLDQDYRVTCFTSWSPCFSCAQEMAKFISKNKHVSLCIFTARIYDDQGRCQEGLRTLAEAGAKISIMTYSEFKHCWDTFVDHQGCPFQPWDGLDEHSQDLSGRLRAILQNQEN
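Read-out is eYFP fluorescence (Ex 488/Em 500-530) from Vif-expressing HeLa A3G-eYFP cells; more signal means A3G escaped Vif-mediated degradation. Cells plated overnight, compound pinned in, incubated overnight at 37 deg C.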
USP1 inh = inhibitors of human USP1/UAF1 deubiquitinase; recombinant USP1/UAF1, Ub-Rhodamine cleavage fluorescence; Potency, µM (highest dose often 57.1 µM), without a hit: at the top dose activity change, negative = inhibition, usual class: inhibitors; 0.23% of 390,000 active; AID 743255; further: potency means the concentration at half of the fitted maximal effect; on the % scale 0 is the no-effect control and ±100 the full control effect; nearly all actives have a fitted effect of over 60% in size; inactives centre near -12
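Step one: compound is pinned into 1nM USP1/UAF1 in HEPES pH 7.8 buffer with TCEP. Step two: 15 min room-temperature incubation. Step three: Ub-Rho (150nM final) starts cleavage, tracked by fluorescence over six one-minute reads.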
IDH1 R132H inh = blocks human mutant IDH1 R132H enzyme; IDH1-R132H enzyme, NADPH consumption, diaphorase/resazurin fluorescence; Potency, µM (titrated, usually from 76.6 µM), without a hit: at the highest dose activity change, negative = inhibition, actives largely listed as inhibitors; 0.093% of 390,000 active; AID 602179; further: potency means the concentration at half of the fitted maximal effect; on the % scale 0 is the no-effect control and ±100 the full control effect; nearly all actives have a fitted effect of over 65% in size
Target sequence (O75874 whole entry R132H, stated change not applied): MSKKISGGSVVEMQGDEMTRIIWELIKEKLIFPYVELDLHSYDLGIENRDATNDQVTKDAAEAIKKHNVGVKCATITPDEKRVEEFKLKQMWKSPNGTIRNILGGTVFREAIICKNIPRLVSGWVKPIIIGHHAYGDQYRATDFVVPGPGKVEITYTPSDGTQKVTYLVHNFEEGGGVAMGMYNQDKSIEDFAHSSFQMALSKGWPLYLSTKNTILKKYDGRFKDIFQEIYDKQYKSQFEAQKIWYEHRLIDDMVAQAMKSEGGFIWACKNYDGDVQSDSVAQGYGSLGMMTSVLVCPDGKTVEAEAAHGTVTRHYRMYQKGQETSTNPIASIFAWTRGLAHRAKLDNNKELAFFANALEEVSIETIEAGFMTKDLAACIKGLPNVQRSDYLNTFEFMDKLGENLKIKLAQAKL
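IDH1-R132H (0.5 ug/mL dispensed) in pH 7.5 Tris buffer was preincubated 30 min with compound, then given a substrate mix of 0.016 mM NADPH and 2 mM alpha-KG for 80 min at room temperature; remaining NADPH was read by diaphorase/resazurin fluorescence.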
LDHA inh = LDHA (human) enzyme inhibition. P00338. purified LDHA, NADH/diaphorase-resazurin fluorescence; active compounds read low. activity change, % (values are at about 110 or 230 µM). 0.15% of 480,000 active. AID 1347041; in the data active means activity change below about -30%; inconclusive means mostly about -25% to -30%;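 further: plate controls were DMSO wells for no effect and wells without enzyme for full effect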
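Human LDH5 (2 nM) was incubated with 0.06 mM NADH and 0.2 mM pyruvate for 5 min at room temperature in Tris pH 7.4. Remaining NADH was coupled through diaphorase/resazurin, and resorufin fluorescence was read at 0 and 20 min.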
Vif-APOBEC3F blk = blocks the Vif interaction with APOBEC3F; HeLa A3F-eYFP + Vif (tagged APOBEC3F with the HIV-1 protein that degrades it), YFP fluorescence increase; Potency, µM (highest dose often 46.1 µM), for the others: at the highest dose activity, negative = active; 0.2% of 390,000 active; AID 602313; further: potency means the concentration at half of the fitted maximal effect; % of control where 0% means no effect; nearly all actives have a fitted effect of over 65% in size
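Fluorescence increase (Ex 488/Em 500-530) after overnight compound treatment at 37 deg C flags inhibition of Vif-driven A3F-eYFP loss in stable HeLa A3F-eYFP/Vif cells seeded overnight beforehand.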
TrxR1 inh = rat TrxR1 inhibition | O89049 | recombinant rTrxR1, NADPH fluorescence consumption, selenite substrate | Potency, µM (titrated, usually from 114 µM), for inactives: at the highest dose activity change, negative = inhibition, actives largely listed as inhibitors | 1% of 390,000 active; further: potency means the concentration at half of the fitted maximal effect; on the % scale 0 is the no-effect control and ±100 the full control effect; nearly all actives have a fitted effect of over 65% in size
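Rat TrxR1 (90 nM in the dispensed reagent) was pre-reduced with 400 uM NADPH for 5 min at room temperature, then incubated with compound for 15 min. After 400 uM selenite was added, NADPH fluorescence (Ex 340/Em 450 nm) was followed for 8 min.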
The depositor's hits bear a star; ? = inconclusive; · = not tested or not shown; & = joins results of further samples; [ ] = remark or other dose. Unless noted, the call rests on the fitted dose curve; in most records, active means well fitted curve in the direction sought with a large enough effect; inconclusive means small, poorly fitted or top-dose-only effect, or another doubt; inactive means no such curve, though single readings can be large; an effect the other way counts as inactive or inconclusive. A portion of the library; the hit share may differ from the screen's.

Values run as follows: USP1 inh	RGS4 inhibitor	IDH1 R132H inh	Vif-APOBEC3G blk	TrxR1 inh	Vif-APOBEC3F blk	TrxR1 substrate	Glioma ERSR ind	LDHA inh
(1) COc1ccc(S(=O)(=O)N2CCCCC2)cc1NC(=O)CSc1ncccn1
→ 3%	10%	-11%	-11%	-9%	-21%	-6%	0%	0
(2) CCOC(=O)CNC(=O)c1cc2c(=O)n3cccc(C)c3nc2s1
→ 9%	8%	-9%	-2%	-2%	4%	84%[activator]	-2%	-4
(3) CCCCC1=CC2=C(c3ccco3)C(=O)C(C)(OC(=O)c3ccc(OC)cc3)C(=O)C2=CN1C(CO)CO (stereo not given)
→ -21%	?	-2%	2%	?	3%	-7%	-3%	1
(4) CCCn1c2c(c(O)c(C(=O)Nc3nc4ccccc4s3)c1=O)CCCC2
→ -26%	-15%	2%	0%	22%[57.1 µM]	-6%	-15%[57.1 µM]	-2%	0
(5) Cc1ccc(-c2noc(CCC(=O)NC3CC3)n2)cc1
→ -6%	-3%	4%	-4%	8%	5%	3%	8%	-3
(6) CCOc1ccc(C(=O)c2cn(CC(=O)Nc3cc(OC)ccc3OC)c3cc(OC)c(OC)cc3c2=O)cc1
→ -16%	-8%	-8%	-6%	12%	5%	-3%	0%	-1
(7) CC(C)(C)c1ccc(S(=O)(=O)Nc2ccc(Cc3ccncc3)cc2)cc1
→ -4%	9%	?	2%	1%	0%	-12%	0%	3
(8) CNS(=O)(=O)c1cnccc1N1CCN(C)CC1
→ -24%	16%	-5%	0%	7%[57.1 µM]	6%	4%[57.1 µM]	-1%	-12
(9) CCN(CC)CCOC(=O)c1ccc(NC(=O)c2cc3c(=O)n(CC)c4ccccc4c3s2)cc1
→ -18%	-20%	8%	6%	-2%	-2%	-6%	-3%	-1
(10) O=C(Cc1ccccc1)NNC1CC(=O)N(c2ccc(Cl)cc2)C1=O (stereo not given)
→ -17%	-7%	2%	0%	5%[57.1 µM]	-13%	8%[57.1 µM]	-2%	-1
(11) O=C1CC(=C(c2ccccc2)c2ccccc2)C(=O)N1CCCN1CCN(c2cccc(Cl)c2)CC1
→ -22%	6%	2%	1%	-7%	-1%	-9%	-2%	-1
(12) O=C(c1ccccc1)N(C(=O)c1ccccc1)c1ccccc1
→ -11%	·	5%	-3%	·	1%	·	4%	-3
(13) O=C(Cc1ccccc1Cl)N/N=C/c1cccnc1
→ -3%	19%	8%	0%	23%	-8%	0%	-5%	-3
(14) C=CCOc1cccc(C2C(C(=O)c3ccc(C)o3)=C(O)C(=O)N2CCN(C)C)c1 (stereo not given)
→ -21%	-41%	3%	1%	?	-15%	-3%	0%	14
(15) Cc1ccc2occ(-c3cc(-c4ccc(Cl)cc4)nc4c3COc3ccccc3-4)c(=O)c2c1
→ -12%	-17%	0%	2%	12%	-7%	-4%[11.4 µM]	-1%	3
(16) CC(=O)c1ccc(OC(=O)N(c2ccccc2)c2ccccc2)cc1
→ -11%	14%	1%	1%	8%[57.1 µM]	1%	5%[57.1 µM]	-3%	-10
(17) Cc1ccc(S(=O)(=O)N(CC(=O)Nc2cccc(C)c2C)C(=O)N2CCN(C)CC2)cc1
→ -13%	25%	11%	4%	9%	-2%	-1%	-4%	-3
(18) CC(OC(=O)CN1C(=O)C2CC=CCC2C1=O)C(=O)Nc1ccc(F)cc1Cl (stereo not given)
→ -8%	9%	0%	3%	-10%	-9%	-3%	-1%	-9
(19) Cc1ccc(SCc2cc(=O)[nH]c(Nc3nc(C)c4ccc(C)cc4n3)n2)cc1
→ -21%	-19%	-1%	4%	0%	0%	-4%	-4%	0&-6
(20) CCN(c1ccccc1)S(=O)(=O)c1nnc(NC(=O)c2ccco2)s1
→ -7%&-6%	14%&7%	-6%&-5%	-1%&-7%	?	-23%&0%	-10%&-5%	-3%&0%	-11&-15
(21) Cc1ccc(SCC(=O)OCC(=O)NCCc2ccccc2)cc1
→ -12%	8%	0%	5%	33%	0%	2%	-1%	-1
(22) O=C(Nc1ccc(Cl)cc1F)c1ccc(COc2c(F)c(F)c(F)c(F)c2F)o1
→ -20%	-25%	6%	-4%	-1%	-9%	1%	-1%	2
(23) O=C(NCC(c1ccco1)N1CCCC1)c1cccc(S(=O)(=O)Nc2ccc(F)cc2)c1 (stereo not given)
→ -12%	-6%	4%	-1%	2%	-11%	-1%	0%	-3
(24) Cc1nn(CC(=O)NC(=O)NC2CCCCC2C)c(=O)c(C#N)c1C (stereo not given)
→ -14%	-9%	16%	0%	-5%	-26%	-7%	-5%	-4
(25) CCNc1nc(Oc2c(Cl)cccc2Cl)cc(C(F)(F)F)n1
→ ?	-15%	7%	-9%	14%	?	3%	-1%	5
(26) Cc1oc2ccc(O)cc2c1C(=O)c1ccc(Br)cc1
→ -20%	-23%	9%	5%	20%[57.1 µM]	2%	13%[57.1 µM]	0%	-1
(27) Cc1cc(C)cc(NS(=O)(=O)c2ccc3[nH]cc(C(=O)NC4CCCCC4)c(=O)c3c2)c1
→ -19%	-12%	-7%	-1%	8%	2%	-6%	-7%	4
(28) CCCNC(=O)CN1C(=O)CSc2ccc(S(=O)(=O)N3CCC(C)CC3)cc21
→ -14%	-17%	-2%	1%	12%	2%	4%	-2%	-3
(29) CCCCOc1ccc(N(CC(=O)NC2CCCCC2)C(=O)c2snc(C(N)=O)c2N)cc1
→ -4%	?	3%	2%	3%[57.1 µM]	11%	-11%	1%	-3
(30) O=C(NCc1nc2ccccc2[nH]1)c1cccs1
→ -22%	-3%	18%	1%	4%[57.1 µM]	1%	10%[57.1 µM]	2%	-6

Laid out differently: six of the compounds above.
[8] CNS(=O)(=O)c1cnccc1N1CCN(C)CC1
[9] CCN(CC)CCOC(=O)c1ccc(NC(=O)c2cc3c(=O)n(CC)c4ccccc4c3s2)cc1
[10] O=C(Cc1ccccc1)NNC1CC(=O)N(c2ccc(Cl)cc2)C1=O (stereo not given)
[11] O=C1CC(=C(c2ccccc2)c2ccccc2)C(=O)N1CCCN1CCN(c2cccc(Cl)c2)CC1
[12] O=C(c1ccccc1)N(C(=O)c1ccccc1)c1ccccc1
[13] O=C(Cc1ccccc1Cl)N/N=C/c1cccnc1
compound no.,8,9,10,11,12,13
USP1 inh,-24%,-18%,-17%,-22%,-11%,-3%
RGS4 inhibitor,16%,-20%,-7%,6%,·,19%
IDH1 R132H inh,-5%,8%,2%,2%,5%,8%
Vif-APOBEC3G blk,0%,6%,0%,1%,-3%,0%
TrxR1 inh,7%[57.1 µM],-2%,5%[57.1 µM],-7%,·,23%
Vif-APOBEC3F blk,6%,-2%,-13%,-1%,1%,-8%
TrxR1 substrate,4%[57.1 µM],-6%,8%[57.1 µM],-9%,·,0%
Glioma ERSR ind,-1%,-3%,-2%,-2%,4%,-5%
LDHA inh,-12,-1,-1,-1,-3,-3

(list continues)
Values run as follows: USP1 inh	RGS4 inhibitor	IDH1 R132H inh	Vif-APOBEC3G blk	TrxR1 inh	Vif-APOBEC3F blk	TrxR1 substrate	Glioma ERSR ind	LDHA inh
(31) Cc1cc(OCC(=O)OCC(=O)NC2CCCCCC2)ccc1Cl
→ -17%	1%	-3%	-4%	13%	1%	2%	-3%	-4
(32) COc1ccc(C(=O)NCCn2cc(SCC(=O)Nc3nnc(C)s3)c3ccccc32)cc1
→ -13%	-52%	-3%	-5%	7%	-5%	4%	-1%	-2
(33) CN(c1ccccc1)S(=O)(=O)c1cccc(C(=O)OCC(=O)NCCCN2CCCC2=O)c1
→ -25%	-21%	2%	1%	-1%[57.1 µM]	-3%	3%[57.1 µM]	-3%	-11
(34) O=C(O)Cc1ccc(NC(=O)c2ccc3c(c2)C(=O)N(CC2CCCO2)C3=O)cc1 (stereo not given)
→ -17%	0%	-3%	-3%	-13%	2%	-15%	-5%	-2
(35) COc1ccc(N2CCN(c3oc(COc4ccc(Cl)cc4)nc3C#N)CC2)cc1
→ -24%	7%	3%	0%	1%	0%	-9%	0%	-1
(36) COc1ccc(Cl)cc1NC(=O)CN(C)C(=O)c1cc(-c2cccs2)nn1-c1ccccc1
→ -23%	-24%	-1%	-10%	17%	-5%	3%	-2%	-3
(37) O=S(=O)(NCc1cccs1)c1ccc(Cl)s1
→ -4%	13%	-4%	1%	21%	-10%	-2%	-4%	3
(38) CC(C)N1C(=O)CC2(CC[N+](C)(CCOC(=O)C(c3ccccc3)c3ccccc3)CC2)C1=O (stereo not given)
→ -9%	-10%	2%	-5%	12%	-2%	4%	-2%	-6
(39) CN(C)CCNC(=O)/C=C/c1cn(-c2ccccc2)nc1-c1cc2ccccc2oc1=O
→ -25%	-5%	3%	0%	24%	-1%	0%	-1%	-9
